Screening data (PubChem BioAssay)
Hsp70 inhibitors: small molecules displacing fluorescent ligand from Hsp70 – biochemical, fluorescence polarization, primary screen (AID 583) | Hsp70 fluorescence polarization probe displacement, mP; higher % means a stronger effect | 140,000 compounds, 0.06% hits | one-dose displacement, % at 20 µM; IC50 in µM for titrated hits; in the data active = displacement above about 50%;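 note: plate controls were vehicle for no effect and reference ligand for full effect; a part of the inactive calls stands beside numbers as strong as those of hits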
MKP-3 inhibition: inhibition of rat DUSP6 enzyme activity – biochemical, in vitro, primary screen (AID 425); inhibition, % at 20 µM; hits with a dose series show IC50 in µM; recombinant MKP-3 phosphatase activity, fluorescence; higher % means a stronger effect; 110,000 compounds, 0.17% hits; in the data active = inhibition above about 50%;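 note: plate controls were vehicle for no effect and reference inhibitor for full effect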
Starred values were filed as active, the others as inactive; / = no result given; & = joins results of further samples. The list is partial; count on the stated rates, not on these rows.

smiles,Hsp70 inhibitors,MKP-3 inhibition
COc1ccc(C(=O)Oc2ccc(C=C3C(=O)NC(=O)NC3=O)cc2)cc1,-9.1%,4%
CCOC(=O)C1CCCN(C(=O)CNS(=O)(=O)c2ccc(Br)s2)C1 (stereo not given),-6.5%,2%
Cc1cc2nc(-c3ccco3)cc(C(F)(F)F)n2n1,0.2%,4%
CCn1c2ccccc2c2cc(NC(=O)COC(=O)C3CCC(=O)N3)ccc21 (stereo not given),2.8%,0%
COc1ccc(C(=O)N/C(=C\c2ccc(Cl)cc2)C(=O)NCc2ccncc2)cc1,-1.3%,0%
Cc1cc2c(c(=O)n1CCN(C)C)C(c1ccccc1Br)C(C#N)=C(N)O2 (stereo not given),-2.8%,0%
Cc1ccc(S(=O)(=O)Nc2ccccc2I)cc1[N+](=O)[O-],-7.1%,-2%
Cc1nnc2c(-c3ccccc3)nc3ccccc3n12,-4.0%,-5%
COc1ccc(OCC(=O)Nc2ccc(S(=O)(=O)Nc3cc(C)nc(C)n3)cc2)cc1,-2.9%,2%
CCN(CC)CCSc1nc(O)c(C(C)C)c(=O)n1-c1ccccc1,1.2%,0%
O=C(CN1CCCCC1)Nc1c(-c2ccccc2)c2cc(Br)ccc2[nH]c1=O,0.0%,3%
O=C1CCCCCC1CN1CCCCC1 (stereo not given),4.0%,-4%
O=C(Nc1cccc(-c2cn3ccccc3n2)c1)c1ccc(Br)cc1,-9.3%,10%
O=c1oc(-c2cccs2)nc2sc3c(c12)CCC3,-14%,-1%
CC(Oc1ccccc1)C(=O)NC1CC(C)(C)NC(C)(C)C1 (stereo not given),-3.1%,-5%
Cc1ccc(S(=O)(=O)Nc2c(C)n(C)n(-c3ccccc3)c2=O)cc1[N+](=O)[O-],-2.3%,3%
Cc1ccc(S(=O)(=O)N2C(=O)CCC2C(=O)Nn2cnnc2)cc1 (stereo not given),0.8%,/
CCCCSc1nnc2c(n1)OC1(Nc3ccccc3-2)C(=O)Nc2ccc(Br)cc21 (stereo not given),-1.8%,0%
CC1(C)CC(=O)C=C(NCc2cccnc2)C1,2.3%&-12%,-9%&3%
O=C(O)c1ccc2c(c1)C(c1ccccc1)OC2=O (stereo not given),1.0%,-9%
COc1cc(/C=C2\NC(=S)NC2=O)ccc1OCc1c(C)no[n+]1[O-],0.8%,5%
COCCCNC(=O)CSC1=Nc2ccccc2C2=NC(CC(=O)NCc3ccccc3)C(=O)N12 (stereo not given),1.4%,-10%
COC(=O)c1c(NC(=O)c2nc3ncccn3n2)sc(C(=O)N(C)C)c1C,-0.7%,-1%
CCN(CC)C(=O)c1sc2nc(-c3ccc(OC)cc3)cn2c1C,-5.6%,-12%
COc1ccc(C(=O)Nn2c(SCC(=O)N3CCC(C)CC3)nc3ccccc3c2=O)cc1,0.7%,/

Complete entries, quoted from the list.
O=C1CCCCCC1CN1CCCCC1 (stereo not given) across the screens: Hsp70 inhibitors: 4.0%; MKP-3 inhibition: -4%
COc1ccc(C(=O)Oc2ccc(C=C3C(=O)NC(=O)NC3=O)cc2)cc1 across the screens: Hsp70 inhibitors: -9.1%; MKP-3 inhibition: 4%

(further entries)
smiles,Hsp70 inhibitors,MKP-3 inhibition
COc1ccc(CC(=O)Nc2ccccc2C(=O)NCC(C)C)cc1,-3.1%,-1%
Cc1ccc(C)c(N2CCN(C(=O)C3CCCCN3S(=O)(=O)c3ccc(F)cc3)CC2)c1 (stereo not given),-5.4%,/
O=C(CC1(O)C(=O)Nc2ccccc21)c1ccc(-n2cccc2)cc1 (stereo not given),-6.9%,-14%
C=CCn1c(N)c(C(=O)OCC(C)C)c2nc3ccccc3nc21,10%,4%
Cc1ccc(S(=O)(=O)Nc2cccc(-c3csc(-c4ccccc4)n3)c2)cc1[N+](=O)[O-],-2.8%,0%
Cc1[nH]nc(SCC(=O)N2CCC(C)CC2)c1[N+](=O)[O-],-3.5%,/
CCOC(=O)c1ccc(NC(=O)COc2ccc(OC)cc2)cc1,3.7%,2%
COC(=O)C1=C(N)N(c2ccc(F)cc2)C2=C(C(=O)CCC2)C1c1ccc2c(c1)OCO2 (stereo not given),-1.1%,-4%
COc1ccc(C(=O)Nc2cc3nn(-c4ccc(C)cc4)nc3cc2C)cc1Cl,6.9%,3%
O=C(Nc1ncc(Cc2cccc([N+](=O)[O-])c2)s1)c1sc2ccccc2c1Cl,3.3%,0%
CCc1sc(C(=O)NC)cc1Br,0.4%,2%
COc1ccc(S(=O)(=O)N2CCCN(CC(=O)C(C)(C)C)CC2)cc1,-2.2%,0%
CCC(=O)NC(Nc1ccc(OC)cc1)(C(F)(F)F)C(F)(F)F,3.3%,0%
COc1ccc(S(=O)(=O)N2CCN(C3CCN(Cc4ccccc4)CC3)CC2)cc1,2.5%,0%
Cc1nc(SCC(=O)Nc2cc(C)on2)c2c(=O)n(C)c(=O)n(C)c2n1,0.6%,-14%
Cc1cc(C(=O)Nc2sc(C(=O)OC(C)C)c(C)c2C(N)=O)ccc1[N+](=O)[O-],3.2%,1%
CCC(Sc1nc2cc3c(cc2c(=O)n1Cc1ccco1)OCO3)C(=O)Nc1ccccc1OC (stereo not given),-1.9%,1%
CCOC(=O)c1cnn(-c2cccc(Cl)c2)c1N,-2.8%,-11%
CCCc1c(O)nc(SCCN(CCC)CCC)[nH]c1=O,-3.5%&1.4%,1%&2%
CCCCOCCCNC(=O)c1ccc2c(c1)OCO2,-0.7%,-14%
CCn1c(-c2ccco2)nc2ccccc21,-0.6%,-4%
COc1cccc(C(=O)Cn2c(N3CCOCC3)nc3c2c(=O)n(C)c(=O)n3C)c1,3.0%,-3%
CCNC(=O)N(C(=O)NCC)n1c(C)nnc1C,3.1%,0%
COC(=O)CCC(=O)N1CCOCCOCCN(C(=O)CCC(=O)OC)CCOCCOCC1,-4.8%,/
N#Cc1cc2cc3c(cc2nc1N1CCCCC1)OCCO3,-0.7%,-7%
COc1cccc(/C=N/N(C)C2=NS(=O)(=O)c3cc([N+](=O)[O-])ccc32)c1O,3.6%,3%
CCOC(=O)C1=C(O)/C(=C/c2cccc([N+](=O)[O-])c2)SC1=Nc1cccc(Cl)c1,-0.4%,10%
CSc1nc(-c2ccc(Cl)cc2)nn1C(=O)c1ccco1,-0.2%,/
O=C(c1ccc(F)cc1)N1CCN(C(=O)c2ccc([N+](=O)[O-])cc2)CC1,0.1%,4%
COc1cc(NC(=O)c2cccc(Br)c2)ccc1NC(=O)c1ccco1,/,2%
COc1ccc(OC)c(C(O)c2nc3ccccc3n2C)c1 (stereo not given),-2.9%,3%
CN(C)/C=C1\N=C(c2ccc(Cl)cc2Cl)OC1=O,-1.3%&-3.3%,-2%&0%
Cc1ccc(CNC(=O)CCCn2c(=O)c3ccccc3n(CC(=O)NC3CCCC3)c2=O)cc1,3.0%,-6%
Cc1nc2ccccn2c1C(=O)NCc1cccnc1,16%,-3%
CC(=O)Nc1ccc(NS(=O)(=O)c2cccc3ccccc23)cc1,-0.5%,/
Cc1nnc(OCc2nc3ccccc3n2C)c2ccccc12,-8.1%,0%
Cc1ccccc1-c1nc(-c2ccc(NC(=O)c3ccc(Br)o3)cc2)no1,2.1%,/
CC12CC3CC(C)(C1)CC(CNC(=S)Nc1ccccc1)(C3)C2,2.0%,9%
COc1ccc(C(c2nnnn2CS(=O)(=O)c2ccc(C)cc2)N2CCN(c3ncccn3)CC2)cc1 (stereo not given),3.4%,/
O=C(CSc1nnc(-c2cccnc2)n1C1CCCCC1)NC1CCCCC1,0.4%,1%
O=C(NCC1CCCO1)C1CCN(C(=O)c2ccc(Br)cc2)CC1 (stereo not given),-5.3%,-8%
CCCCC(=O)NC(Nc1cc(C)ccn1)(C(=O)OCC)C(F)(F)F (stereo not given),2.0%,-5%
COCCCNC(=O)COc1ccc(S(=O)(=O)Nc2ccccc2)cc1,-2.8%,-4%
O=C(c1cc(Cl)cc(Cl)c1)N1CCOCC1,-2.3%&1.1%,-4%&4%
COC(=O)C(C)NC(=O)C12CC3CC(CC(C3)C1)C2 (stereo not given),4.3%,-1%
CCOC(=O)c1sc(NC(=O)CCCOc2ccc(Cl)cc2C)c(C(N)=O)c1C,4.7%,1%
COc1ccc(OC)c(C(C)NC(=O)c2ccco2)c1 (stereo not given),3.2%,3%
CC(C)NS(=O)(=O)c1ccc(CCC(=O)NCc2ccco2)cc1,-1.0%,-7%
Cn1c(=O)c2cc(S(=O)(=O)NCCC(=O)NCCc3ccc(Cl)cc3)ccc2n(C)c1=O,4.1%,9%
COC(=O)c1c(N)sc(C)c1-c1ccc(C)cc1C,3.3%,-2%

Following part.
smiles,Hsp70 inhibitors,MKP-3 inhibition
COc1cc(NC(=O)c2cccnc2)c(OC)cc1Br,2.0%,2%
COc1nc(-c2ccccc2)ccc1-c1noc(-c2cccs2)n1,-16%,/
COC(=O)[C@@H](NC(=O)NCc1ccccc1Cl)C(C)C,2.6%,-3%
COc1ccc(C)cc1S(=O)(=O)N1CCN(Cc2ccccc2)CC1,-0.7%,2%
O=C(O)c1ccc(Nc2nc(-c3ccc(Br)cc3)cs2)cc1,-2.7%,3%
Cc1ccccc1NS(=O)(=O)c1cc(C(=O)NCc2ccco2)ccc1C,-3.1%,2%
O=[N+]([O-])c1ccc(Oc2ccc(S(=O)(=O)N3CCOCC3)cc2)cc1,2.1%,2%
CCOC(=O)CN1CC23C=CC(O2)C(C(=O)Nc2ccc(C(C)=O)cc2)C3C1=O (stereo not given),7.7%,-7%
COc1cc(NC(=O)CN(c2cc(C)cc(C)c2)S(=O)(=O)c2c(C)noc2C)cc(OC)c1,1.8%,2%
COc1ccc(NC(=O)C2CCN(C(=O)NC3CCCCC3)CC2)c(OC)c1,-0.1%,4%
O=C1C(=Cc2ccccc2Br)C(=O)c2ccccc21,2.5%,-10%
S=C(NCc1ccco1)Nc1cccc(Cl)c1,0.7%,1%
Cc1cc(C(F)(F)F)n2nc(C(=O)O)c(Cl)c2n1,8.4%,6%
Cc1ccc(N(C(=O)Cn2nnc3ccccc32)C(C(=O)NC2CCCCC2)c2cn(C)nc2C)cc1 (stereo not given),-2.7%,-2%
O=C(O)C1C2CCC(O2)C1C(=O)N1CCN(C(c2ccccc2)c2ccccc2)CC1 (stereo not given),2.0%,3%
COc1ccc(/C=N/NC(=O)CCNc2n[nH]c(=O)[nH]c2=O)cc1,0.0%,2%
Nn1c(SCC(=O)NC2CCCCC2)nnc1-c1ccc(Cl)cc1,-1.1%,3%
CCOC(=O)c1ccc(NC(=O)NCCN2CCCCC2)cc1,7.6%,-1%
CC(C)(C)NC(=O)Cn1c(SCC(=O)N2CCCCCC2)nc2ccccc21,0.6%,-7%
CCCc1nnc(NC(=O)C(C)N2C(=O)C3C4C=CC(C4)C3C2=O)s1 (stereo not given),3.0%,-2%
C#CCOC(=O)C(C=C=C)(C(F)(F)F)C(F)(F)F,1.4%,3%
CCC(Oc1ccc2c(c1)C(=O)CC(C)(C)O2)C(=O)NCCN1CCCCCC1 (stereo not given),-4.2%,-4%
CC(=O)COc1cc(C)cc2oc(=O)cc(-c3ccccc3)c12,6.0%,1%
COc1ccc(-c2nc(NC(=O)c3ccco3)sc2-c2ccc(OC)cc2)cc1,-3.2%,0%
CC(C)=N/N=C1/NC(=O)C(CC(=O)Nc2cc(Cl)ccc2C)S1 (stereo not given),-2.5%,3%
Cc1cccc2c(=O)c(C(=O)NCCCN3CCOCC3)c[nH]c12,11%,/
CC(C)[C@@H]1N[C@]2(C(=O)Nc3ccccc32)[C@@H]2C(=O)N(c3cccc(C(F)(F)F)c3)C(=O)[C@@H]21,1.7%,-10%
CC(C)N1CC(O)=C(c2nc3ccccc3c(=O)[nH]2)C1=N,-2.6%,/
O=C(CCC1CCCCC1)Nc1c2c(nn1-c1ccc(F)cc1)CS(=O)(=O)C2,-6.3%,-1%
CCN(CC)S(=O)(=O)N1CCC(C(=O)NCCN2CCOCC2)CC1,-0.3%,3%
Cc1ccc(OCc2nc(-c3cccnc3)no2)c(Br)c1,0.0%,5%
COc1cccc(C2/C(=C(\O)c3ccc(Cl)cc3)C(=O)C(=O)N2CCCCCC(=O)O)c1 (stereo not given),-2.0%,3%
COc1ccc(S(=O)(=O)N(C)CC(=O)Nc2ccccc2OC)cc1,1.2%,/
O=C(Nc1ccc2oc(-c3ccncc3)nc2c1)c1ccncc1,0.4%,6%
COc1ccc(-c2cn(-c3ccc(C)cc3)c(=O)n2CC(=O)Nc2ccc(OC)cc2OC)cc1,-1.0%,/

In the list so far, two contain a cyano group:
smiles,Hsp70 inhibitors,MKP-3 inhibition
Cc1cc2c(c(=O)n1CCN(C)C)C(c1ccccc1Br)C(C#N)=C(N)O2 (stereo not given),-2.8%,0%
N#Cc1cc2cc3c(cc2nc1N1CCCCC1)OCCO3,-0.7%,-7%

5 of the entries above in order of their number in MKP-3 inhibition, ascending.
| SMILES | Hsp70 inhibitors | MKP-3 inhibition |
| --- | --- | --- |
| CC(C)[C@@H]1N[C@]2(C(=O)Nc3ccccc32)[C@@H]2C(=O)N(c3cccc(C(F)(F)F)c3)C(=O)[C@@H]21 | 1.7% | -10% |
| O=C(CCC1CCCCC1)Nc1c2c(nn1-c1ccc(F)cc1)CS(=O)(=O)C2 | -6.3% | -1% |
| CCN(CC)S(=O)(=O)N1CCC(C(=O)NCCN2CCOCC2)CC1 | -0.3% | 3% |
| Cc1ccc(OCc2nc(-c3cccnc3)no2)c(Br)c1 | 0.0% | 5% |
| O=C(Nc1ccc2oc(-c3ccncc3)nc2c1)c1ccncc1 | 0.4% | 6% |
